# ERp5 inh: inhibitors of ERp5-driven insulin aggregation, primary screen, biochemical, turbidity, absorbance 650 nm, single point; 350,000 compounds, 0.05% hits; inhibition, % at 9.99 µM; Protein disulfide-isomerase A6 (Homo sapiens), Q15084; 90 min;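 active = mean replicate inhibition above about 25%, with every replicate also reaching it, limit read from the data, passing the limit was not always enough; inconclusive = only one of those two criteria met; inactive = neither criterion met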
# Target sequence (Q15084 whole entry, looked up): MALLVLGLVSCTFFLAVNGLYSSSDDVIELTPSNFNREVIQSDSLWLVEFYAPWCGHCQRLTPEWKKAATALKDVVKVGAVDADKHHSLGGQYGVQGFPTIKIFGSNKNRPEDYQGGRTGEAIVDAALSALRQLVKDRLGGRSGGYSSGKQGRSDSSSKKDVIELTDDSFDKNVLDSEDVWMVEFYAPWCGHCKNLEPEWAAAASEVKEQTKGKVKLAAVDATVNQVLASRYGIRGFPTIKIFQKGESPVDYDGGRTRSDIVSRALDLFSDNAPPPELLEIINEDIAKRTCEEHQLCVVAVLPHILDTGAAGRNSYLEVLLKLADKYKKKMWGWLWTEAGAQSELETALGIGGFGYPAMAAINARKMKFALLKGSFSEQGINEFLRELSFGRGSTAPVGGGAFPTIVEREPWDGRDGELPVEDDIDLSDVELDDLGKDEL
# SIRT5 inh: SIRT5 desuccinylase inhibitors, primary screen, biochemical, fluorescence imaging, single point, set 5; NAD-dependent protein deacylase sirtuin-5, mitochondrial (Homo sapiens), Q9NXA8; Purified SirT5, succinyl-peptide AMC, trypsin-coupled fluorescence; inhibition, % at 15 µM; 330,000 compounds, 1.1% hits; AID 652115, 2013; in the data active = inhibition above about 15%; inconclusive = no clear call, values can overlap the other calls
# Target sequence (Q9NXA8 whole entry, looked up): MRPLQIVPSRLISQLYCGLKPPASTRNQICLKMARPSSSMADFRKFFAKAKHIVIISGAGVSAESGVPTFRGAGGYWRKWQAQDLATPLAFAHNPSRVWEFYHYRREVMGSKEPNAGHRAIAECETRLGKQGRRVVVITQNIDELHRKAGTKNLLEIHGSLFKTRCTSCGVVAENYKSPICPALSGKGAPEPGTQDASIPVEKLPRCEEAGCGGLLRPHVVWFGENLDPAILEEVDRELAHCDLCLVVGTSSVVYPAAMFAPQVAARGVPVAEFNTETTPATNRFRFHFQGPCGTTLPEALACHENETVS
# CASP6 VEID inh: human caspase-6 inhibitors, primary screen, biochemical, VEID-R110 fluorescence, single point, set 2; P55212; inhibition, % at 12.5 µM; AID 686996, 2013; 350,000 compounds, 0.53% hits; purified caspase-6, Z-VEID-R110 cleavage fluorescence;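 active = mean inhibition across replicates at least about 35%, with every replicate also reaching that limit, limit read from the data; inconclusive = only one of the two criteria met; inactive = neither criterion met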;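 note: 0% = median of neutral control wells and 100% = no fluorescence left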
# Target sequence (P55212 24-179 limits assumed): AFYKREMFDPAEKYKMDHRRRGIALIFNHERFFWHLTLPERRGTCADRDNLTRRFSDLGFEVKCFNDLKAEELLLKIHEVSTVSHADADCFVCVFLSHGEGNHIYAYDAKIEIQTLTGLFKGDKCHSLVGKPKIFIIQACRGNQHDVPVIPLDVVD
# Target sequence (P55212 194-293 limits assumed): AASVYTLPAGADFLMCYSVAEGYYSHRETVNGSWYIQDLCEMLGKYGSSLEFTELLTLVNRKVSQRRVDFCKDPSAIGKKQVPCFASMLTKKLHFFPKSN
# miR122 inh: miR-122 Renilla sensor signal increase in Huh7, primary screen, miR-122 inhibitor project, cell-based, single point, plate reader; Huh7 miR-122 Renilla luciferase sensor, 48 h; neutral wells = 0, positive control = 100; activation (reporter increase), % at 12.5 µM; 340,000 compounds, 0.3% hits; AID 602342, 2012;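 active = mean replicate activation score at least 90 and every replicate individually at or above 90; inconclusive = only one of the two criteria met; inactive = neither criterion met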;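 note: higher luciferase means less miR-122 activity so hits act as miR-122 inhibitors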
# CFTR F508del cor: F508del CFTR correction, initial screen, CFBE line, single point | 350,000 compounds, 0.36% hits | CFBE cells, YFP halide quenching; stimulated with forskolin plus potentiator P3; % fluorescence drop versus neutral controls | activity (quench increase), % at 7.58 µM | AID 720511, 2013;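 active = mean added fluorescence quench of at least 8% versus neutral control, with both replicates also reaching 8%; inconclusive = only one of the mean or replicate conditions met; inactive = mean below 8% and not both replicates reaching 8%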;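 note: cells transiently co-express mutant CFTR-F508del with the halide-sensitive YFP; corrector assay measuring rescue of mutant channel to the surface after 24 h compound exposure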
# ERAP1 HTS inh: human ERAP1 aminopeptidase inhibitors, primary screen, biochemical, single point, plate reader. Endoplasmic reticulum aminopeptidase 1 (Homo sapiens), Q9NZ08. recombinant ERAP1, Leu-AMC fluorescence, 60 min. inhibition, % at 10.7 µM. 340,000 compounds, 0.15% hits;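 active = mean replicate inhibition of at least 30%, or all replicates individually reaching that 30% level; inactive = mean below 30% and not every replicate reaching it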;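 note: 0% = neutral control wells and 100% = L-leucinethiol positive control wells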
# DENV2 CPE rescue: inhibitors of DENV2 cytopathic effect, primary screen, cell-based, plate reader, single concentration | DENV2-infected cells, cytopathic effect rescue | CPE inhibition, % at 9.99 µM | 350,000 compounds, 1.7% hits | AID 651640, 2012; in the data active = CPE inhibition above about 20%, passing the limit was not always enough; inconclusive = no clear call, values can overlap the other calls; tested in BHK-21 cells;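 note: 0% = median of neutral control wells and 100% = median of positive control wells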
# Starred values were filed as active, the others as inactive; ? = inconclusive; . = not tested or not shown; & = joins results of further samples; [ ] = dose if it differs, or a comment. Rows are unselected; about 4% have a hit in one of these screens.
ERp5 inh	SIRT5 inh	CASP6 VEID inh	miR122 inh	CFTR F508del cor	ERAP1 HTS inh	DENV2 CPE rescue	mol
0	.	2	.	-1.2	-1	-2	NC(=O)NN=C1CCC(O)CC1CC(=O)O (stereo not drawn)
5	-4	0	-4	-2.4	-1	46*	c1ccc(COCCCn2cc(-c3ccccc3)nn2)cc1
3	2	2	0	1.9	1	-3	CCOC(=O)C1(Cc2cccc(Cl)c2)CCCN(C(=O)CCSC)C1 (stereo not drawn)
0	-2	1	-4	-1.3	4	6	COc1ccc(CCNC(=O)c2ccc(N(C)S(=O)(=O)c3ccc(C)cc3)cc2)cc1OC
0	-2	-6	-1	0.5	-2	-7	O=C(Nc1ccc(F)cc1)Nc1cccc(Br)c1
-16	0	-2	-6	4.6	4	?	CCOC(=O)C1CCN(C(=O)c2ccc(N3CCOCC3)c([N+](=O)[O-])c2)CC1
2	-1	4	-5	-1.5	-2	-4	Cn1c(=O)[nH]c(=O)c2c1nc(Br)n2C/C=N/Nc1ccccc1
-1	-2	2	1[16.7 µM]	-0.8	-1	4	CNC(=O)C[C@@H]1CC[C@@H]2[C@H](COC[C@H](O)CN2Cc2ccc(C(F)(F)F)cc2)O1
1	6	38*	0	2.3	-1	-2	CC(Cc1c[nH]c2ccccc12)C(=O)O (stereo not drawn)
6	-4	3	.	-1.9	0	-1	S=c1[nH]nc(-c2ccc3ccccc3n2)n1-c1ccc2c(c1)OCCO2
2	10	42*	.	-3.8	6	-5	O=C(N/N=C/c1ccc([N+](=O)[O-])o1)C1CC1
4	-4	1	-8	1.7	1	-4	Cc1ccc(Nc2nnc(SC(C)C(=O)NC3CC3)s2)cc1 (stereo not drawn)
8	2	3	.	-3.2	-2	15	Cc1cc([N+](=O)[O-])ccc1NC(=S)NC1CCCC1
4	-1	-1	0	-1.1	-3	3	Cc1cc(NC(=O)CSc2nnc(CNC(=O)c3cccc(C(F)(F)F)c3)o2)no1
0	.	-3	-1	-5.4	-2	?	COc1ccc(C(=O)NNC(=O)c2cccc(S(=O)(=O)N3CCOCC3)c2)cc1
-5	8	1	.	2.1	1	2	C[C@@H]1CN([C@H](C)CO)C(=O)c2cccc(NC(=O)CCCCCC(=O)Nc3ccccc3N)c2O[C@H]1CN(C)C(=O)Nc1ccc(C(F)(F)F)cc1
-4	4	-2	13[16.7 µM]	0.4	0	5	COc1ccc(CN(C)C[C@H]2OCCCC[C@H](C)Oc3ccc(NC(=O)c4ccncc4)cc3C(=O)N([C@H](C)CO)C[C@@H]2C)cc1
-2	-3	1	.	0.1	-2	?	Cc1ccc(-c2nn(-c3ccccc3)cc2/C=C/C(=O)OCC(=O)NC2CC2)o1
-3	-4	-5	2	3.2	-3	-1	Cc1cccc(CCN2C(N(C)C)=NC[C@@H]2C)c1
5	-1	1	2	1.0	3	-4	CCOC(=O)c1c(NC(=S)Nc2ccccc2)sc(C)c1C

# Arranged by heavy-atom count (descending): eleven of the compounds above
ERp5 inh	SIRT5 inh	CASP6 VEID inh	miR122 inh	CFTR F508del cor	ERAP1 HTS inh	DENV2 CPE rescue	mol
-5	8	1	.	2.1	1	2	C[C@@H]1CN([C@H](C)CO)C(=O)c2cccc(NC(=O)CCCCCC(=O)Nc3ccccc3N)c2O[C@H]1CN(C)C(=O)Nc1ccc(C(F)(F)F)cc1
-4	4	-2	13[16.7 µM]	0.4	0	5	COc1ccc(CN(C)C[C@H]2OCCCC[C@H](C)Oc3ccc(NC(=O)c4ccncc4)cc3C(=O)N([C@H](C)CO)C[C@@H]2C)cc1
0	-2	1	-4	-1.3	4	6	COc1ccc(CCNC(=O)c2ccc(N(C)S(=O)(=O)c3ccc(C)cc3)cc2)cc1OC
4	-1	-1	0	-1.1	-3	3	Cc1cc(NC(=O)CSc2nnc(CNC(=O)c3cccc(C(F)(F)F)c3)o2)no1
0	.	-3	-1	-5.4	-2	?	COc1ccc(C(=O)NNC(=O)c2cccc(S(=O)(=O)N3CCOCC3)c2)cc1
-16	0	-2	-6	4.6	4	?	CCOC(=O)C1CCN(C(=O)c2ccc(N3CCOCC3)c([N+](=O)[O-])c2)CC1
6	-4	3	.	-1.9	0	-1	S=c1[nH]nc(-c2ccc3ccccc3n2)n1-c1ccc2c(c1)OCCO2
3	2	2	0	1.9	1	-3	CCOC(=O)C1(Cc2cccc(Cl)c2)CCCN(C(=O)CCSC)C1 (stereo not drawn)
5	-4	0	-4	-2.4	-1	46*	c1ccc(COCCCn2cc(-c3ccccc3)nn2)cc1
8	2	3	.	-3.2	-2	15	Cc1cc([N+](=O)[O-])ccc1NC(=S)NC1CCCC1
0	.	2	.	-1.2	-1	-2	NC(=O)NN=C1CCC(O)CC1CC(=O)O (stereo not drawn)

# Continuation.
ERp5 inh	SIRT5 inh	CASP6 VEID inh	miR122 inh	CFTR F508del cor	ERAP1 HTS inh	DENV2 CPE rescue	mol
-4	-3	1	1[16.7 µM]	0.8	-3	-2	CN(C)CC(=O)Nc1ccc2c(c1)[C@H]1C[C@H](CC(=O)NC3CCCC3)O[C@H](CO)[C@H]1O2
.	.	.	-21[16.7 µM]	-0.4	.	0	CCC(=O)N1[C@H](CO)[C@H](c2ccc(C3=CCCC3)cc2)[C@@H]1CN(C)C(C)=O
-1	-1	1	-1	-1.8	2	-10	O=C(c1ccc(Cl)cc1)N1CCN(C(=O)C2CCCCC2)CC1
-4	-1	-1	12[16.7 µM]	1.4	0	-6	C/C=C/c1cnc2c(c1)C(=O)N([C@H](C)CO)C[C@H](C)[C@@H](CN(C)C(=O)C1CCOCC1)O2
4	-2	-2	-1	-0.1	-1	-2	O=C(c1cc(-c2ccc(F)cc2)on1)N1CCOCC1
-2	-4	0	10	.	1	41*	CCOC(=O)Cc1sc(N)nc1C
-3	2	-3	.	.	2	8	CCCCN=C1NN=C(c2cc3ccccc3o2)CS1
8	.	-1	.	0.7	0	1	COc1ccc(C(c2c(NC(C)=O)sc3c2CCCC3)N2CCN(CCO)CC2)cc1OC (stereo not drawn)
3	-6	-15	4	-0.6	-1	-1	COC(=O)c1ccc(OCC(O)CNCC(c2ccc(OC)cc2)N(C)C)c(OC)c1 (stereo not drawn)
-10	.	-3	2	3.4	0	-5	CCOc1ccc(C(=O)O[C@H]2[C@H](Cc3ccccc3)NS(=O)(=O)[C@H]3C[C@@H]4C=C[C@]23O4)cc1
0	4	-2	.	4.0	8	4	Cc1c(N)cccc1-n1cccc1
-1	-3	0	-1	-4.8	-4	-2	Cc1ccc2c(C)c(C(=O)N(C)CCC3CCCCO3)oc2c1C (stereo not drawn)
6	0	-3	-1[16.7 µM]	2.0	-1	3	COCC#Cc1cnc2c(c1)C(=O)N([C@@H](C)CO)C[C@@H](C)[C@@H](CN(C)Cc1ccccc1)O2
3	.	-6	39	0.8	0	4	CN(C)S(=O)(=O)c1cccc(NC(=O)CNc2cccc(S(=O)(=O)N3CCCCC3)c2)c1
-1	-1	-1	.	-2.2	-1	-1	Cc1ccc(S(=O)(=O)Cc2nnnn2-c2ccccc2)cc1
2	-4	-16	-1	2.9	-3	72*	S=C1NCCN1CC1CCN(CCCC2CCCC2)CC1
-1	.	0	-4	-2.2	.	-11	CC(C)(C)OC(=O)CNC(=O)c1[nH]cnc1C(=O)NC(c1ccccc1)c1ccccc1
-1	0	-2	-8	-3.1	2	14	Cc1nnc(SCc2cc(=O)[nH]c(Nc3nc(C)c4cc(C)c(C)cc4n3)n2)s1
-5	1	1	2	0.9	-1	10	COc1ccc(C(=O)NC2CCCc3c2cnn3-c2cccc(C)c2C)o1 (stereo not drawn)
-1	2	-4	.	-1.4	3	-9	CC1(CCC(=O)N2CCCC(N3CCN(c4cccc(C(F)(F)F)c4)CC3)C2)CC1 (stereo not drawn)
1	.	0	.	-0.1	8	9	O=C(COC(=O)CCSc1ccc(Cl)cc1)NCCc1ccccc1
5	-4	-2	2[16.7 µM]	-0.3	-1	15	C[C@@H]1CCCCO[C@@H](CN(C)S(=O)(=O)c2cn(C)cn2)[C@H](C)CN([C@@H](C)CO)C(=O)c2cc(NC(=O)NC3CCCCC3)ccc2O1
-3	0	2	-7	-0.1	1	101*	C=CC(C)(O)CCC=C(C)C (stereo not drawn)
0	1	-1	-5	6.2	.	-6	O=C(CC1C[C@H](C(=O)N2CCOCC2)[C@@]2(CCC3CCCC3)c3[nH]c4ccccc4c3CCN2C1=O)NCC12CC3CC(CC(C3)C1)C2 (stereo partly drawn)
6	-5	-3	.	.	4	-1	Cc1ccc(C)c(S(=O)(=O)N2CCN(C(C(=O)Nc3ccc(F)cc3)c3ccccc3)CC2)c1 (stereo not drawn)
-2&-1	-3&-3	-2&3	-12&-10[16.7 µM]	1.0&-1.2	-3&0	?	C[C@H](CO)N1C[C@H](C)[C@H](CN(C)S(=O)(=O)c2ccccc2)Oc2ncc(/C=C/c3ccccc3)cc2C1=O
3	-1	0	0	0.4	0	13	CCCC(=O)Nc1nnc(CCc2ccccc2)s1
0	-2	2	-6	1.6	2	1	O=C(c1cccc(F)c1)N1CCC(c2nc3ccccc3s2)CC1
2	0	-4	6	-4.1	-6	1	O=C(Cc1ccccc1)c1c[nH]c(C(=O)NCCCN2CCOCC2)c1
-8	0	0	5[16.7 µM]	0.5	1	14	C/C=C/c1ccc2c(c1)O[C@@H](CN(C)C(=O)c1ccccc1)[C@@H](C)CN([C@@H](C)CO)S2(=O)=O
-1	2	1	4[16.7 µM]	-3.9	2	6	C[C@H](CO)N1C[C@H](C)[C@H](CN(C)C(=O)C2CCC2)Oc2cc(C#Cc3ccncc3)ccc2S1(=O)=O
-2	1	1	-9[16.7 µM]	1.7	1	-4	O=C(C[C@@H]1CC[C@H]2[C@@H](COC[C@@H](O)CN2C(=O)Nc2ccc(Cl)c(Cl)c2)O1)NCc1ccc(F)cc1
1	-3	3	.	3.0	-3	23*	O=C(N1CCOCC1)[C@]1(CCS(=O)(=O)c2ccccc2)N=C(c2ccc(OCCCO)cc2)O[C@@H]1c1ccccc1
0	4	.	.	6.3	3	2	COc1ccccc1/C=C1\SC(=S)N(NS(=O)(=O)c2ccccc2)C1=O
6	.	-5	-9	0.6	-3	.	CC(=O)N[C@@H](C)c1nc2ccccc2n1CCCN1CCN(c2nc(-c3ccc(C)cc3)cs2)CC1
-4	0	1	.	-1.3	0	4	O=C(OCc1nnc(-c2ccc(Cl)cc2)o1)C12CC3CC(CC(O)(C3)C1)C2
1	2	3	.	-1.6	1	-3	O=C(CCCc1nc2ccccc2s1)NNC(=O)CCN1CCN(Cc2ccccc2)CC1
-2	-4	-1	1	0.6	0	2	CCOc1ccc(C(=O)NCC(=O)OCC(=O)Nc2cccc(S(=O)(=O)N3CCCC3)c2)cc1
4	-2	4	.	1.0	-3	5	COc1ccc2c(c1)[nH]c1c(=O)n(/N=C/C3C(C)C=C(C)CC3C)c(=O)[nH]c12 (stereo not drawn)
-2	.	-5	0	0.3	1	10	O=C(Nc1nccs1)C1CCN(S(=O)(=O)c2ccccc2)CC1
0	-4	.	.	4.2	1	3	CC1CCCN(C2=C(NS(=O)(=O)c3ccc(Cl)cc3)C(=O)c3ccccc3C2=O)C1 (stereo not drawn)
0	4	2	.	1.5	1	-10	CCc1csc(N2[C@H](C#N)[C@@H](c3ccc(-c4ccc(F)cc4)cc3)[C@@H]2CO)n1
1	-3	0	3	1.0	3	3	COC(=O)[C@@H](NC(=O)c1ccc2c(c1)S(=O)(=O)c1ccccc1C2=O)C(C)C

# Source: PubChem BioAssay
